Screening results from PubChem BioAssay.
mcGAS RapidFire: inhibitors of mouse cGAS; actives 0.18% (n = 130,000); Q8C6L5; recombinant mouse cGAS, cGAMP by RapidFire MS; AID 1259397; inhibition, % at 12.5 µM;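 active means inhibition of cGAS enzyme activity at or above 60%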;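 further: enzyme stimulated by 45 bp dsDNA with ATP and GTP substrates; cGAMP share of summed cGAMP plus half ATP and half GTP signals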
Target sequence (Q8C6L5 whole entry, looked up): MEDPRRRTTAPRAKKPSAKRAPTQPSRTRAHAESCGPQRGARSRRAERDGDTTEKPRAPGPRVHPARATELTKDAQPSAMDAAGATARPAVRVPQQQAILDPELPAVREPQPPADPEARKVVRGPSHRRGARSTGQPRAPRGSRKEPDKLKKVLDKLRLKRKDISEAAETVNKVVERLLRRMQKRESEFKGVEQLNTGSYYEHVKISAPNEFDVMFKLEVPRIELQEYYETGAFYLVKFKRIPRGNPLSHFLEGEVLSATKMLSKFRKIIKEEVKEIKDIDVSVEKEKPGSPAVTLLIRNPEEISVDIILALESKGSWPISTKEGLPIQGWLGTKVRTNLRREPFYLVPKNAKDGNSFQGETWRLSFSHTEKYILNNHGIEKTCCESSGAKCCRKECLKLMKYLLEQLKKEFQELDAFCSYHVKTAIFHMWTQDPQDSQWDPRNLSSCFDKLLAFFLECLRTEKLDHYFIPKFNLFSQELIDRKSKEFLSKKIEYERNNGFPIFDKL
The depositor's hits bear a star; & = joins results of further samples. These rows are one share of the data; count on the stated rates, not on these rows.

mcGAS RapidFire	mol
-36.2	CCC1CCC(N(C)C(=O)Nc2ccc(C)cc2C)CC1 (stereo unspecified)
-1.4	COCCn1ccc2cc(NC(=O)N3CCCC(C)C3)ccc21 (stereo unspecified)
0.3	CN1CCN(C(=O)c2cc(C(F)(F)F)[nH]n2)CC1C(=O)O (stereo unspecified)
8.5	O=C(CSc1nnc(COc2ccccc2Cl)n1C1CC1)NNC(=O)c1cccs1
-6.9	Cc1c(NC(=O)C(C)N2CCC(C)CC2)cccc1C(=O)NC(C)(C)C (stereo unspecified)
-4.9	c1ccc2oc(N3CCN(c4cnccn4)CC3)nc2c1
1.9	COc1ccc2c(c1)c(CC(=O)OCC(=O)O)c(C)n2C(=O)c1ccc(Cl)cc1
-5.5	CCOC(=O)CCNC(=O)N1CCn2cccc2C1c1cc(OC)c(OC)c(OC)c1 (stereo unspecified)
15.9	N#Cc1c(Cl)c2ccccc2n2c1nc1ccccc12
-5.9	CSc1ccc(CC2(CCC(=O)N(C)Cc3cccc(-n4nc(C)cc4C)c3)CCC(=O)N2)cc1 (stereo unspecified)
-5.6	CC(C)C(CN)N1CCN(C)CC1 (stereo unspecified)
-0.5	CC(Oc1ccc(Cl)cc1Cl)C(=O)Nc1ccccc1I (stereo unspecified)
-2.3	CCOc1ccc(N2CCCn3c2nc2c3c(=O)n(CC(C)=O)c(=O)n2C)cc1
-9.3	Cn1nnc(NC(=S)NC(=O)c2ccc3c(c2)OCO3)n1
1.5	CCOc1ccc(-c2nc(COC(=O)C3CCC(=O)N3)cs2)cc1OC (stereo unspecified)
-17.7	C#Cc1ccc(NC(=O)C2(C)CCN2C(=O)c2cc(C)n(C)n2)cc1 (stereo unspecified)
4.3	C=CCNc1nc(C(=O)OCc2cc(=O)n3ccsc3n2)cs1
-10.8	CC(CNC(=O)CSc1nnnn1C1CCCC1)Cn1ccnc1 (stereo unspecified)
-6.5&-3.4	CN/C(=C\[N+](=O)[O-])NCCSCc1csc(CN(C)C)n1
-7.3	Cc1cc(C)c(NC(=O)C(C)N2CCCCC2)c(Cl)c1 (stereo unspecified)

Reformatted: 3 of the compounds above.
Structure | mcGAS RapidFire
CN/C(=C\[N+](=O)[O-])NCCSCc1csc(CN(C)C)n1 | -6.5&-3.4
CCOc1ccc(N2CCCn3c2nc2c3c(=O)n(CC(C)=O)c(=O)n2C)cc1 | -2.3
CN1CCN(C(=O)c2cc(C(F)(F)F)[nH]n2)CC1C(=O)O (stereo unspecified) | 0.3

New compounds follow.
mcGAS RapidFire	mol
11.5	O=C(C[n+]1cc(Br)cc2ccccc21)c1ccc2c(c1)Cc1ccccc1-2
-2.6	CN(Cc1ccncc1)Cc1cc(-c2ccccc2)no1
-19.1	Cc1nc(C(C)C)ncc1C(=O)N1C[C@@H]2[C@H](C1)[C@H]1CC[C@@H]2O1
-7.2	O=C(COc1ccc(Cl)cc1Cl)NCc1nnc(SCC(=O)N2CCc3ccccc32)n1-c1ccc(F)cc1
-3.6	O=C(C1CC1)N1CCCC(OCc2cccc(OC(F)(F)F)c2)C1 (stereo unspecified)
-2.2	CNC(=O)COc1ccccc1C1Nc2ccc(Cl)cc2C(=O)N1C (stereo unspecified)
-13.2	C=CCN(Cc1cccc(OC)c1)C(=O)c1cccn1C
-2.7	CN(Cc1nccn1CC(F)(F)F)c1nc(C2CC2)no1
-9.0	O=C(CCCOCCc1ccccc1)N1CCC(O)(C(F)(F)F)C1 (stereo unspecified)
0.4	CCOC(CN=Cc1c(O)n(-c2cccc(C(F)(F)F)c2)c(=O)c2ccccc12)OCC
-9.3	N#Cc1c(NC(=O)CCn2cnc3cc(F)ccc3c2=O)sc2c1CCC2
0.3	CN(C)C(CNc1ccc(C(=O)Nc2ccccc2)nn1)C1CC1 (stereo unspecified)
-17.7	CCCc1oncc1C(=O)NC1CC(=O)N(CCc2ccc(F)cc2)C1 (stereo unspecified)
-1.2	N#CCCN(Cc1cccnc1)Cn1nc(-c2ccc(Cl)cc2)n(CC2CCCO2)c1=S (stereo unspecified)
-16.8	O=S(=O)(Nc1ccc(F)c(Cl)c1)c1ccc(Cl)cc1F
2.8	CCn1cnnc1SCC(=O)Nc1cc(Cl)ccc1F
-19.7	N#Cc1cc2c(=O)n3ccccc3nc2n(CCCN2CCOCC2)c1=N
-4.2	O=C(NCCn1ccc2ccccc21)c1cn(CCc2ccccc2)nn1
-1.1	CCN(CC)C(=O)c1cc2ccc(F)cc2nc1C
-19.2	CC(NCc1ccccc1Br)c1ccc(-n2cncn2)cc1 (stereo unspecified)

mcGAS RapidFire	mol
9.8	O=C(NCc1cccs1)c1sc(=S)n2c1[nH]c(=O)c1sccc12
-2.6	Cc1ccc2c(-c3cccc(O)c3)cccc2n1
-9.2	CCn1cc(S(=O)(=O)N2C[C@@H]3C4CCC(CC4)[C@@H]3C2)cn1
-5.1	Cc1cccnc1C1=NOC(C)(C)C(=O)N1Cc1cccc(F)c1
19.7	O=C(O)C1CN(S(=O)(=O)c2cc3ccccc3o2)CCN1 (stereo unspecified)
-4.2	Cc1nnc(SCC(=O)NC(=O)Nc2ccccc2)n1C1CCCCC1
-12.9	CN(C)S(=O)(=O)c1cc(C(=O)Nc2nccs2)ccc1Cl
-6.6	CC(=O)NCCCNS(=O)(=O)c1ccc(C)c(F)c1
-13.7	Cc1ccc(NC(=O)CCC2CCCO2)cc1Cl (stereo unspecified)
-11.5	CCNC(=O)CN(CC)C(=O)c1ccsc1
-33.7	Fc1ccc(CN(CCc2ccccn2)C/C(Cl)=C/Cl)cc1
-2.0	O=C(c1cccc(-c2ncc[nH]2)c1)N1CCCC(CCc2c(F)cccc2F)C1 (stereo unspecified)
-1.0	O=[N+]([O-])c1cc(S(=O)(=O)C(F)(F)F)ccc1Oc1ccc(F)cc1
-7.4	Cn1ccc(P(=Nc2ccc([N+](=O)[O-])cc2)(N2CCOCC2)N2CCOCC2)c1
9.6	O=C(O)C1(O)CCN(c2cc(C(F)(F)F)ccn2)CC1
6.9	Cc1ccc(S(=O)(=O)Nc2nc(-c3ccc(F)c(F)c3)cs2)cc1
-7.4	CN=C(NC)NCC1CCN(c2cccc(Br)c2)C1 (stereo unspecified)
4.8	Cc1csc(NC(=O)/C=C/c2cnn(Cc3ccccc3)c2)n1
-8.7	CCCc1cnc(N2CCC(C3CCN(Cc4cccnc4)CC3)C2)nc1 (stereo unspecified)
-18.3	COc1ncccc1CN1CCc2[nH]cnc2C1Cc1ccccc1 (stereo unspecified)

mcGAS RapidFire	mol
-3.0	CCc1nn2c(ncc3c(=O)n(-c4ccc5c(c4)OCCO5)ccc32)c1-c1ccccc1
-26.5	O=C1NC(C(=O)NCc2cccnc2N2CCCCCCC2)CO1 (stereo unspecified)
-5.5	COc1ccccc1-n1c(CNC(=O)Cc2ccccc2)nnc1SCC(=O)Nc1cc(C(F)(F)F)ccc1Cl
-3.8	C=C(OP(=O)(O)O)C(=O)O
1.0	Clc1ccc2c(SCCN3CCSCC3)ccnc2c1
-7.2	Clc1ccc(Nc2nc3ccccc3n3nnnc23)cc1Cl
-9.1	COc1ccc(OC)c(S(=O)(=O)NCCCn2nc(-c3ccncc3)ccc2=O)c1
-6.6	O=C(NC(Cn1ccnc1)c1ccccc1)c1cccc2ccnn12 (stereo unspecified)
-8.0	CC1CN(C(=O)C2CCOc3ccccc32)CC(C)S1 (stereo unspecified)
-9.7	COCCn1c(=S)[nH]c2cc(Cl)ccc21
-4.4	COC(=O)CC1C(=O)NCCN1Cc1nc(-c2cc3c(cc2Cl)OCO3)oc1C (stereo unspecified)
1.5	Nc1ccn([C@@H]2O[C@H](CO)[C@@H](O)C2O)c(=O)n1 (stereo partly specified)
-9.8&-0.3	c1ccc2c(c1)CN1CCCC1=N2
-1.3	Cc1onc(C(=O)NCc2csc3c2CCCC3)c1CO
-8.6	COc1ccc(OC)c(-c2nc(Cn3nc(C)nc3C)c(C)o2)c1
-1.1	COc1cccc(NC(C)C(=O)N2CC(C)OC(C)C2)c1 (stereo unspecified)
-6.8	Cc1ccc(NC(=O)C2(C)CCN2Cc2cccc3c2OCO3)cc1O (stereo unspecified)
9.5	O=C(CN1CCC(N2CCCC2=O)CC1)N1CCOc2ccccc21
-0.9	CS(=O)(=O)NC1CCCN(C(=O)/C=C/c2cccc(C#N)c2)C1 (stereo unspecified)
-9.9	O/N=C1\C(=C/c2ccco2)N2CCC1CC2

A draw from above in order of heavy-atom count, ascending.
mcGAS RapidFire	mol
19.7	O=C(O)C1CN(S(=O)(=O)c2cc3ccccc3o2)CCN1 (stereo unspecified)
-19.2	CC(NCc1ccccc1Br)c1ccc(-n2cncn2)cc1 (stereo unspecified)
-4.2	O=C(NCCn1ccc2ccccc21)c1cn(CCc2ccccc2)nn1

The list continues:
mcGAS RapidFire	mol
20.1	O=C1c2ccccc2-c2ncnc3c(Br)cc(Br)c1c23
4.2	CCn1ncc(CN2CCC(C(=O)Nc3ccccc3-c3cccc(OC)c3)CC2)c1C
-3.0	CCOC(=O)Cn1c(=O)c2c(nc3n(CC4CCCO4)c(C)c(C)n23)n(C)c1=O (stereo unspecified)
-6.7	COc1cc(C(=O)N2CCCC(c3n[nH]c(=O)n3-c3ccccc3)C2)ccn1 (stereo unspecified)
-6.5	Cc1ccc(-n2[nH]c(-c3ccccc3)c(-c3ccc(N)cc3)c2=O)c(C)c1
-1.7	Cc1cccc(N2C(=O)N(c3ccc(Cl)c(Cl)c3)C3CS(=O)(=O)CC32)c1 (stereo unspecified)
-18.7	O=C(CN1CSCC1=O)NCc1ccccc1-c1ccc(CN2CCCC2)cc1
-9.1	CCOc1ccc(CN2CCN(Cc3ccon3)CC2CCO)cc1 (stereo unspecified)
-1.2	c1ccc2c(c1)CC(N1CCCN(Cc3cc4n(n3)CCCNC4)CC1)C2
-2.3	O=C(CN1C(=O)c2ccccc2S1(=O)=O)NCCSc1ccccc1
-10.8&-2.4	O=C(C1CCN(S(=O)(=O)c2ccccc2C(F)(F)F)CC1)N1CCCc2ccccc21
-7.6	CCc1nc(CN(C)C(=O)CSC)no1
-32.3	O=C(C(=O)N1CCC(c2[nH]ncc2-c2ccccc2)CC1)c1cccnc1
-6.6	Cc1c(CCNC(=O)CC2C(=O)NCCN2C)c2ccccc2n1-c1ccccc1 (stereo unspecified)
-24.8	Cc1cnc(NCC2CCN(C)C2)nc1-c1cnn(C)c1 (stereo unspecified)
-4.3	COc1ccc(N2CCN(Cc3nc4c(c(=O)n(C)c(=O)n4C)n3CC(=O)C(C)(C)C)CC2)cc1
22.6	CC(=O)C1OC2C=C3C=CCCC3=CC2O1 (stereo unspecified)
-1.3	O=S(=O)(NCc1ccccc1)N1CCC(c2nnc3n2CCCCC3)CC1
-3.6	N=C1C(c2nc3ccccc3[nH]2)C(=O)CN1NC(=O)c1n[nH]c(=O)c2ccccc12 (stereo unspecified)
-4.7	COc1ccc(-n2c(-c3cccc(C)c3)n[nH]c2=S)cc1

mcGAS RapidFire	mol
-14.8	COc1cc(C(=O)Oc2ccccc2/C=N/NC(=O)CNc2ccc(C)cc2)cc(OC)c1OC
-5.9	CCn1nnc2c(N3CCN(C(=O)COC)CC3)ncnc21
-38.7	CCN(C1CCOC(C)(C)C1)S(=O)(=O)NCc1ccccc1 (stereo unspecified)
-10.4	COc1ccc(N2Cc3ccccc3C2)c(OC)c1
4.1	CCOC(=O)c1cnc2ccc(C)cc2c1N1CCCC(C(N)=O)C1 (stereo unspecified)
-3.1	Cc1cc(C(C)(C)C)cc(C)c1S(=O)(=O)N1CCN(Cc2nc3ccccc3c(=O)[nH]2)CC1
-14.5	CC(=O)c1nnn(-c2nonc2-n2cccc2)c1C
-13.3	Cc1nc(C(C)(C)C)sc1C(=O)NC(C)(C)c1noc(C(C)(C)C)n1
-7.8	CCCNC(=O)CN1CCN(Cc2nc(-c3ccc(CC)cc3)no2)CC1
0.9	N#Cc1c(NC(=O)COC(=O)COC2CCCC2)sc2c1CCCC2
-12.8	CC1(C)CC(=O)c2cc3c(nc2C1)CC(C)(C)CC3=O
-3.6	c1ccc2c(c1)OC1(CCCC1)N1N=C(c3ccc4c(c3)OCCO4)CC21 (stereo unspecified)
-7.9	COc1cc(C2c3cccn3CCN2C(=O)NCc2ccccc2)cc(OC)c1OC (stereo unspecified)
-12.3	O=C1CCC(CCC(=O)N2CCC3(C=Cc4ccccc43)CC2)(Cc2ccc(Cl)cc2)N1 (stereo unspecified)
47.6	CC(=C(CCOP(=O)(O)O)SC(=O)c1ccccc1)N(C=O)Cc1cnc(C)nc1N
-5.8	CN1CCN(c2cc(OCCNS(=O)(=O)c3cccc(Cl)c3Cl)ncn2)CC1
-9.5	CCCc1ccccc1NCc1cc(=O)n2c(C)csc2n1
-10.0	O=C(CSCc1csc(C2CCCC2)n1)NC1CCCC1
-12.5	CC(C)c1nnsc1CNC(=O)c1ccccc1N1CCOCC1
-2.6	CCCCn1c2c(c(=O)n(C)c1=O)C(c1ccc(OC)cc1)N1CCCCCC1=N2 (stereo unspecified)

The last 5 entries of the part before come first, to join the parts:
mcGAS RapidFire	mol
-5.8	CN1CCN(c2cc(OCCNS(=O)(=O)c3cccc(Cl)c3Cl)ncn2)CC1
-9.5	CCCc1ccccc1NCc1cc(=O)n2c(C)csc2n1
-10.0	O=C(CSCc1csc(C2CCCC2)n1)NC1CCCC1
-12.5	CC(C)c1nnsc1CNC(=O)c1ccccc1N1CCOCC1
-2.6	CCCCn1c2c(c(=O)n(C)c1=O)C(c1ccc(OC)cc1)N1CCCCCC1=N2 (stereo unspecified)
-5.4	COC(=O)c1sc2ccccc2c1S(=O)(=O)Nc1cc(F)ccc1C
-2.8	O=c1c2ccccc2nc2c3ccccc3c(NN=Cc3c[nH]c4ccccc34)nn12
-9.1	C=CCCC(=O)NC1CC(=O)N(CCc2ccc(F)cc2)C1 (stereo unspecified)
0.6	Cc1nn(-c2ccc(N3CCOCC3)nn2)c2c1C(c1ccc(O)cc1)CC(=O)N2 (stereo unspecified)
-5.6	CCOC(=O)C1(CC2CCCCO2)CCN(Cc2cnc(C)s2)CC1 (stereo unspecified)
-5.9	CNS(=O)(=O)c1ccc(/C=C/C(=O)N2CC(C)OC(C)C2)cc1 (stereo unspecified)
-9.2	CC1(C(=O)NC2CCc3ccccc32)CCN1Cc1ccc(-c2ccccn2)cc1 (stereo unspecified)
-11.9	CC1(C(=O)Nc2ccc3c(c2)OCCO3)CCN1C(=O)c1ccco1 (stereo unspecified)
-8.6	CC(=O)NC1CCCN(Cc2nc(C)c(-c3ccc(Cl)cc3)o2)C1 (stereo unspecified)
